FN deposition inh – fibronectin deposition inhibition; AH1F fibroblasts, Alexa488-fibronectin deposition fluorescence, overnight; inhibition, % at 12.6 µM; hit rate 0.086% among 350,000;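 active = mean inhibition across replicates of 30% or more, regardless of how many single replicates reach that level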;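 note: positive control wells lacked labelled fibronectin entirely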
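material = AH1F fibroblast monolayer depositing Alexa488-labelled fibronectin into matrix | amount = 10000 AH1F cells/well | buffer or medium = DMEM plus 2% serum, read in PBS | incubation = 1 h cell adhesion before compound, then overnight fibronectin incubation | detection = fluorescence at 485 nm excitation, 525 nm emission | evaluation = percent inhibition as loss of matrix-bound fibronectin fluorescence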
EWS-Fli inh – inhibitors of EWS/Fli oncoprotein transcriptional activity | hit rate 0.67% among 350,000 | A673 NR0B1-luciferase reporter, viability-normalised | inhibition, % at 12.6 µM;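 active = mean inhibition of at least 50% after viability correction, with every replicate also passing that limit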;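 note: firefly luciferase signal divided by Alamar Blue viability fluorescence both relative to DMSO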
S100A4 inh HTS – inhibitors of human S100A4 binding to myosin IIA peptide; inhibition, % at 10.7 µM; S100A4/TAMRA-MyoIIA peptide fluorescence polarization; hit rate 0.14% among 360,000; P26447;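 active = mean inhibition of at least 70% across replicates, with every replicate also reaching that level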
Target sequence (P26447 whole entry, looked up): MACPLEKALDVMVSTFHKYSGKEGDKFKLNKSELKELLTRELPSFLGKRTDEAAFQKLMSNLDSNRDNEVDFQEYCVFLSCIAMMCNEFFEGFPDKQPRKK
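Compound dosing: one dose per compound; test system: human S100A4 monomer with TAMRA-labelled myosin IIA peptide; probe or stimulus: TAMRA-labelled myosin IIA heavy-chain peptide probe, 5 nM; medium: HEPES buffer with Ca2+, pH 7.2; schedule: 5 min incubation before reading; benchmarks: neutral control DMSO, positive control TFP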
PGC1a acetyl inh – modulators of PGC1a acetylation. AID 651687. inhibition, % at 15.6 µM. hit rate 0.17% among 350,000. U2OS PGC1a acetylation, AlphaScreen anti-acetyl-lysine; with virally co-expressed GCN5 acetyltransferase;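 active = every replicate shows inhibition of at least 40%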;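 note: 0% = neutral control wells and 100% = positive control wells; some results beyond the cut were filed as inactive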
LGR2 inh – blocks bursicon-induced cAMP signaling via Drosophila LGR2 | hit rate 0.35% among 380,000 | inhibition, % at 9.99 µM | AID 720647 | HEK293 LGR2, CRE-luciferase, bursicon-stimulated, 4 h;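 active = drop in luminescence signal, shown as inhibition above about 50% in the replicate tests, limit read from the data, passing the limit was not always enough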;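 note: agonist challenge used bursicon conditioned medium at about half maximal strength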
PglD inh – blocks C. jejuni PglD acetyltransferase activity | purified PglD enzyme, DTNB colorimetric CoA detection | hit rate 0.098% among 360,000 | inhibition, % at 12.5 µM | AID 602405; in the data active = inhibition above about 16%, passing the limit was not always enough; note: strong numbers were not always called active
ERAP1 HTS inh – inhibitors of human ERAP1 aminopeptidase. hit rate 0.15% among 340,000. Q9NZ08. inhibition, % at 10.7 µM. recombinant ERAP1, Leu-AMC fluorescence, 60 min;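 active = mean replicate inhibition of at least 30%, or all replicates individually reaching that 30% level; inactive = mean below 30% and not every replicate reaching it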;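 note: 0% = neutral control wells and 100% = L-leucinethiol positive control wells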
Target sequence (Q9NZ08 whole entry, looked up): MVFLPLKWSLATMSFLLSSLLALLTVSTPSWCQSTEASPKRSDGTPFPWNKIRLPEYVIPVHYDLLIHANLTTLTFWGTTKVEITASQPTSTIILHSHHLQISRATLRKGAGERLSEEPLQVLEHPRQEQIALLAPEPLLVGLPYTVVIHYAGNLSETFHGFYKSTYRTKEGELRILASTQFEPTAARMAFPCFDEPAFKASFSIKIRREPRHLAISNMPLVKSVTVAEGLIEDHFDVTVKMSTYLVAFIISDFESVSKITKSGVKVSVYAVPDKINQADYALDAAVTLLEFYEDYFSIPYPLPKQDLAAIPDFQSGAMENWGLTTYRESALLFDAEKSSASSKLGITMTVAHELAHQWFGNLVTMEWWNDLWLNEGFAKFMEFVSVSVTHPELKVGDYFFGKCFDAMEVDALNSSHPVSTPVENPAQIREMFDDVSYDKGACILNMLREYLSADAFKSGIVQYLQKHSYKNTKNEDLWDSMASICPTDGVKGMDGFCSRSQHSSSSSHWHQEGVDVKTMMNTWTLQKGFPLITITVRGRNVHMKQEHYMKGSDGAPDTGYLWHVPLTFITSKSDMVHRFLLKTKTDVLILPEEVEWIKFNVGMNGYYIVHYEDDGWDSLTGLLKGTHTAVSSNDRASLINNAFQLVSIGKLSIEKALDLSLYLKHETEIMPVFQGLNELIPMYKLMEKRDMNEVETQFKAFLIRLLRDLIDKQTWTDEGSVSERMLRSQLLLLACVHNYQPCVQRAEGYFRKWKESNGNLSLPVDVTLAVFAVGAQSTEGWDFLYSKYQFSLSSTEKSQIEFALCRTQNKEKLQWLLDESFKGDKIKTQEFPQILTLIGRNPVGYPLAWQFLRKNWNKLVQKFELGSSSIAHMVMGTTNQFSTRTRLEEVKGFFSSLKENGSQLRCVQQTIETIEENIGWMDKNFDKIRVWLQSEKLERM
PAX8 inh HTS – inhibitors of PAX8 transcriptional activity in RMG-I cells; hit rate 1.2% among 360,000; inhibition, % at 12.6 µM; RMG-I TPO-luciferase reporter, SteadyGlo, 24 h;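 active = mean replicate inhibition at least 60% with every replicate also reaching 60%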;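 note: luciferase light reporting Pax8 driven TPO promoter activity; plate controls were median of neutral control wells for no effect and mitoxantrone controls for full effect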
* hit, by the source's call; x = no result given.

SMILES	FN deposition inh	EWS-Fli inh	S100A4 inh HTS	PGC1a acetyl inh	LGR2 inh	PglD inh	ERAP1 HTS inh	PAX8 inh HTS
CC(=O)n1cc([C@@H]2C=C(C(=O)N3CCCCCCC3)O[C@H](OCCCCO)C2)c2ccccc21	x	-13.4	-3.1	-10.2	x	2.4	-4.3	9.7
Cc1ccc(S(=O)(=O)Nc2ccc3c(c2)CC(=O)N([C@H](C)CO)C[C@@H](C)[C@@H](CN(C)CC2CC2)O3)cc1	x	1.9	-7.4	-3.9	7.2	5.3	-0.1	5.3
Cc1ccc(NC(=O)CSc2nnc(-c3cccs3)o2)cc1S(=O)(=O)N1CCCCC1	6.9	9.2	-9.7	x	-5.7	x	2.7	16.5
COc1ccccc1-c1ccc([C@@H]2[C@@H](CO)N3CCCCN(S(=O)(=O)c4cn(C)cn4)C[C@H]23)cc1	x	7.3	-0.3	-0.5	8.3	-4.2	-2.2	-9.0
C[C@@H]1CN([C@@H](C)CO)C(=O)c2cc(NC(=O)NC3CCCCC3)ccc2O[C@@H](C)CCCCO[C@H]1CN(C)Cc1ccc(C(=O)O)cc1	x	-14.0	3.7	9.4	2.4	0.6	-0.1	-8.7
COc1cccc(CNC(=O)N2CCN(c3ccccc3Cl)CC2)c1	1.1	-2.9	-3.3	x	2.6	1.5	-0.9	20.8
CC(=O)NC[C@H]1[C@@H](c2ccc(-c3cccnc3)cc2)[C@H](CO)N1C(=O)C1CC1	x	1.8	12.2	0.8	-41.2	0.5	-0.9	-0.5
C[C@H]1CN([C@@H](C)CO)C(=O)c2cc(NC(=O)Cn3cnnn3)ccc2O[C@@H]1CN(C)C(=O)Nc1ccccc1	x	-5.9	2.3	-0.2	18.6	0.7	-0.1	x
N#C/C(=C/c1ccc([N+](=O)[O-])cc1)C(N)=O	2.7	0.9	-3.1	-7.0	25.1	x	0.5	6.2
COc1cccc(CNC(=O)CN2C(=O)COc3ccc(S(=O)(=O)N4CCCCC4)cc32)c1	-17.8	-2.7	0.8	6.3	1.8	2.4	2.4	9.5
CN(Cc1ccccc1)C(=O)c1ccc(S(=O)(=O)N(C)c2ccccc2)cc1	3.2	-4.6	-19.7	-4.7	-9.3	3.8	-2.4	14.6
Cc1cccc(NC(=O)Nc2ccc([N+](=O)[O-])cc2)n1	4.2	-45.4	-4.9	10.7	-15.2	-0.4	1.0	-82.0
CCOC(=O)c1cccc(NC(=O)CSc2nnnn2CC)c1	-2.2	x	x	-14.5	x	-1.9	x	4.0
COc1ccc(CC(=O)NNC(=O)c2ccc(Br)o2)cc1	x	x	-54.6	0.1	-0.9	5.1	-0.7	-5.1
COc1cccc(S(=O)(=O)N(C)C[C@H]2Oc3cc(C4=CCCC4)ccc3S(=O)(=O)N([C@@H](C)CO)C[C@H]2C)c1	-0.9	9.3	-0.5	-19.4	27.3	-0.2	3.4	10.0
Cn1c(SCC(=O)Nc2ccc3c(c2)OCO3)nnc1C(F)(F)F	2.0	4.3	-0.3	6.0	-2.7	0.5	0.8	3.0
CCc1nc(SCC(=O)O)c(C#N)c2c1CCCC2	0.9	10.6	3.9	x	8.1	x	-1.6	10.4
CCCN1[C@H](CO)[C@H](c2ccc(C3=CCCCC3)cc2)[C@@H]1CNC(=O)COC	-8.8	x	-1.1	x	-10.3	x	-0.8	x
O=C(O)c1cccc(N2C(=O)c3cccc4cccc(c34)C2=O)c1	2.4	0.3	-0.8	-1.1	21.9	-1.6	-1.9	-8.1
Cc1cccc(C)c1NC(=O)CS(=O)CC(=O)N1CCN(c2ccccc2)CC1 (centres undefined)	-2.6	0.4	1.1	-4.7	6.1	0.8	-0.5	-10.8
COc1ccccc1CCc1nnc(CCC(=O)NC(C)Cc2cccnc2)o1 (centres undefined)	3.5	-1.1	-5.3	x	-40.9	x	0.2	-18.2
O=C(CCN1CCOCC1)N1CCc2c([nH]c3ccccc23)C1c1cccc(Cl)c1 (centres undefined)	-6.8	-3.0	5.1	-2.7	7.4	x	-4.3	37.8
C[C@@H]1CN([C@H](C)CO)C(=O)Cc2cc(NC(=O)CCC(F)(F)F)ccc2O[C@@H]1CN(C)Cc1ccncc1	x	x	2.0	1.7	11.0	0.4	-2.8	-1.1
O=C(CN1CCCN(Cc2ccc(F)cc2Cl)C1=O)NC1CCCC1	-0.9	0.3	3.6	1.5	24.2	-3.9	x	6.4
COc1ccc(S(=O)(=O)Nc2ccc3c(c2)CC(=O)N([C@@H](C)CO)C[C@H](C)[C@H](CN(C)S(=O)(=O)c2cccs2)O3)cc1	-1.4	13.0	2.0	2.4	9.0	5.7	-0.9	-25.5
Cc1cccc(S(=O)(=O)N2C[C@H]3[C@@H](c4ccccc42)[C@@H](CO)N3CC2CCCC2)c1	9.9	11.9	1.1	-19.0	-18.4	-3.8	1.2	0.1
Cc1ccc(C(C)(C)C)cc1S(=O)(=O)N1CCC(C(=O)N2CCN(c3ccc(O)cc3)CC2)CC1	-1.0	15.7	-3.8	-3.9	5.2	2.7	-1.6	23.4
O=S(=O)(Nc1ccc(-n2cccc2)cc1)c1ccc(F)cc1	6.5	-0.6	-1.6	-4.7	12.6	4.1	-2.5	2.1
CC(OC(=O)c1ccc(Cl)nc1)C(=O)NC(C)(C)C (centres undefined)	3.8	1.8	15.8	x	-10.7	x	-2.4	0.8
CSc1nc2c(c(=O)[nH]1)C(c1ccc(Br)cc1)CC(=O)N2 (centres undefined)	x	4.2	-3.1	-1.9	-13.7	-4.0	0.6	-4.0

Some of these compounds in order of the LGR2 inh value, ascending.
SMILES	S100A4 inh HTS	PGC1a acetyl inh	LGR2 inh	PglD inh	ERAP1 HTS inh
Cc1cccc(C)c1NC(=O)CS(=O)CC(=O)N1CCN(c2ccccc2)CC1 (centres undefined)	1.1	-4.7	6.1	0.8	-0.5
CCc1nc(SCC(=O)O)c(C#N)c2c1CCCC2	3.9	x	8.1	x	-1.6
N#C/C(=C/c1ccc([N+](=O)[O-])cc1)C(N)=O	-3.1	-7.0	25.1	x	0.5

(cont.)
SMILES	FN deposition inh	EWS-Fli inh	S100A4 inh HTS	PGC1a acetyl inh	LGR2 inh	PglD inh	ERAP1 HTS inh	PAX8 inh HTS
CCCn1c(Sc2nnnn2-c2ccccc2)n[nH]c1=O	-0.1	x	x	-3.8	x	-0.9	x	2.5
O=C1C(=O)N(CCS(=O)(=O)c2ccccc2)c2ccc(F)cc21	2.1	x	0.0	3.2	7.9	x	-1.5	24.1
Cc1csc(=O)n1CCC(=O)OCC(=O)c1c(N)n(C)c(=O)n(C)c1=O	-0.4	-4.8	3.7	x	4.4	-1.8	1.2	3.5
CN(CC(=O)NCCc1ccc(F)cc1)Cc1ccc(Br)cc1	-4.0	-4.5	-4.3	2.0	-2.8	5.1	3.9	21.2
COc1ccc(NC(=O)CN(C)CC(=O)NCC(=O)Nc2ccc(F)cc2)cc1	1.2	-3.0	-1.2	x	-8.8	x	0.0	x
O=C(CSc1nnc(CNC(=O)c2ccco2)o1)Nc1ccccc1C(F)(F)F	2.2	x	-2.3	x	7.0	x	-1.6	-1.2
O=C1NC(=S)NC(=O)C1Nc1ccc(Cl)cc1	-3.2	3.5	-1.7	-8.6	-10.6	-4.8	1.2	-5.7
C[C@H]1CN([C@@H](C)CO)C(=O)c2cccc(NS(=O)(=O)c3cccs3)c2O[C@@H]1CN(C)C(=O)Nc1ccc(F)cc1	12.1	-9.2	-10.5	1.4	9.1	3.6	-0.8	-10.8
C/C=C/c1ccc([C@H]2[C@@H](CO)N3C(=O)CN(Cc4ccc(F)cc4)C[C@@H]23)cc1	-6.5	-0.2	-5.4	3.7	-6.9	x	-2.3	x
CCN(CC)S(=O)(=O)c1cccc(NC(=O)CN(C)Cc2cccc(OC)c2)c1	-7.1	8.3	4.1	12.5	7.6	3.9	-0.9	7.5
CO[C@H]1CN(C)C(=O)c2ccc(NS(=O)(=O)c3ccccc3)cc2OC[C@H](C)N(Cc2ccccn2)C[C@@H]1C	-4.6	1.9	-10.1	-4.9	7.0	2.4	-1.3	-24.8
O=C(O)CCC(=O)NCc1c(Cl)cccc1Sc1ccc(Cl)cc1	0.4	-1.0	-0.9	6.3	-3.5	0.8	-3.0	-26.3
CCc1noc(C)c1C(=O)NNC(=O)c1ccccc1Cl	-3.4	10.3	3.3	3.3	10.5	-2.4	0.2	4.6
C[C@@H]1CCCCO[C@H](CN(C)C(=O)CCCN(C)C)[C@H](C)CN([C@H](C)CO)C(=O)c2cc(NC(=O)c3ccccc3)ccc2O1	x	1.7	14.4	1.7	3.9	0.8	1.0	-1.8
O=C(NCCCN1CCCC1=O)c1cc(COc2ccc(F)cc2F)on1	10.0	x	18.3	0.6	7.7	-7.3	-2.8	-18.8
O=C1CC(=Nc2ccc([N+](=O)[O-])cc2)NN1c1c(Cl)cc(Cl)cc1Cl	3.5	11.9	-9.7	x	1.0	4.3	0.2	11.9
CCCOC1CCCN(C(=O)c2ccc3oc(C(C)C)nc3c2)C1 (centres undefined)	7.7	x	-3.5	2.9	-36.5	-0.8	-5.9	-48.8
O=C(C[C@H]1C[C@@H]2c3cc(NC(=O)CC4CC4)ccc3O[C@@H]2[C@H](CO)O1)NCc1cc(F)ccc1F	-18.3	-5.8	-19.6	6.1	-15.5	-1.4	-1.2	8.1
COc1ccc(Nc2cc(Nc3cc(OC)c(OC)c(OC)c3)ncn2)cc1	-0.4	23.1	3.4	6.4	-2.1	4.6	-3.7	22.9
COc1ccc(C2c3cc(OC)c(OC)cc3CCN2C(=O)c2cccc([N+](=O)[O-])c2)cc1OC (centres undefined)	10.2	1.6	-8.2	-3.0	-10.3	-2.8	-4.9	-10.1
O=C(Cn1ccc(NC(=O)OCc2ccccc2)nc1=O)NCCCc1ccccc1	-7.4	-6.0	7.6	-7.8	-0.3	3.5	1.3	-11.6
O=C(C[C@@H]1CC[C@@H]2[C@H](COC[C@H](O)CN2C(=O)c2ccc3c(c2)OCO3)O1)NC1CCC1	4.8	15.1	-16.5	-8.5	1.4	8.0	1.4	6.6
CCOC(=O)c1ccc(N2C(=O)CC(N3CCC(O)(c4ccc(Cl)cc4)CC3)C2=O)cc1 (centres undefined)	-1.8	x	x	2.7	x	-5.5	x	-7.4
O=C(/C=C/c1ccco1)NC(=S)Nc1cccc(C(=O)O)c1	-3.8	-20.7	-6.2	x	-12.6	0.3	1.5	2.6
N#Cc1sc2nc(C3CC3)cc(-c3ccccc3)c2c1N	-7.6	1.3	0.5	-15.9	-43.0	2.0	-3.1	-14.5
CCn1c(=O)cc(OCC(=O)N2CCN(c3cccc(C(F)(F)F)c3)CC2)c2ccccc21	6.0	x	x	-27.1	x	-2.4	x	31.9
O=C(C[C@H]1C[C@@H]2c3cc(NC(=O)C4CCOCC4)ccc3O[C@@H]2[C@H](CO)O1)NCCc1ccccc1	7.4	3.7	2.6	5.9	8.0	2.3	0.8	-10.2
CC(=O)Nc1cccc(NC(=O)c2cccc3cccnc23)c1	-1.0	-27.7	-2.2	x	19.2	3.0	-2.0	-30.1
O=C(O)c1ccccc1NC(=O)c1cc2ccccc2oc1=O	-1.9	-25.1	-1.0	-0.9	5.7	-2.3	-45.1	-94.5
Cc1cc(OCC(=O)Nc2nccs2)c2c(C)c(C)c(=O)oc2c1	5.6	17.5	-21.5	-24.9	6.0	1.2	1.1	-0.2
CCCCn1c(=O)c2c(nc3n2CCCN3Cc2ccccc2)n(C)c1=O	-5.4	7.3	-2.5	x	5.3	x	2.3	14.4
